14-3-3 Bad PPI: inhibitors of 14-3-3 zeta/Bad binding, primary screen, biochemical, TR-FRET, bovine 14-3-3 zeta; 14-3-3 protein zeta/delta (Bos taurus), P63103; TR-FRET 14-3-3zeta/Dy647-pBad peptide displacement, 1 h; inhibition, % at 21.7 µM; 220,000 compounds, 0.71% hits; AID 781, 2007;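 active = inhibition above about 70%, limit read from the data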;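 also: 0% = full 14-3-3 plus peptide FRET controls and 100% = background without 14-3-3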
Tb hexokinase: Trypanosoma brucei hexokinase 1 inhibitors, primary screen, biochemical, G6PDH-coupled NADH absorbance, MLSCN library | recombinant TbHK1, G6PDH-coupled NADH A340 | inhibition, % at 10 µM | 220,000 compounds, 0.11% hits;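 active = inhibition of 50% or more in the single-dose primary screen; inactive = inhibition below 50%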
PGE2 EP2 inh: human EP2 receptor antagonists, primary screen, TR-FRET cAMP, C6 glioma cells | inhibition, % at 25 µM | Prostaglandin E2 receptor EP2 subtype (Homo sapiens), P43116 | 260,000 compounds, 0.52% hits | AID 1422, 2008 | C6 glioma cells expressing human EP2; cells stimulated with saturating PGE2;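 active = percent inhibition above 40 after rounding to a whole number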;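 also: rat C6 glioma host cells with rolipram phosphodiesterase inhibitor present; the protocol text gives 20 µM as final concentration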
EP2 modulator: EP2 receptor modulators, cAMP readout, primary screen, cell-based, HTRF cAMP, PGE2 stimulation; Prostaglandin E2 receptor EP2 subtype (Homo sapiens), P43116; EP2-expressing cells, cAMP HTRF FRET, PGE2 co-stimulation; induction, % at 25 µM; 260,000 compounds, 0.83% hits;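 active = compounds whose cAMP rise, as percent of the full-agonist control response, exceeds 60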;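 also: rat C6 glioma line stably carrying human EP2 under a CMV promoter; the protocol text gives 20 µM as final concentration; 100% = response of wells given 1 µM PGE2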
Rad51 HR inh: human RAD51 strand exchange inhibitors, primary screen, biochemical, fluorescence | 200,000 compounds, 0.085% hits | inhibition, % at 10 µM | DNA repair protein RAD51 homolog 1 (Homo sapiens), Q06609 | hRad51 DNA strand exchange, fluorescence dequenching;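 active = inhibition above 40% at the single screening dose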;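 also: 0% = DMSO control wells and 100% = blanks with heterologous ssDNA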
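Material: Human Rad51 nucleoprotein filaments preassembled on unlabelled ssDNA | Also added: Labelled 47-mer dsDNA for strand exchange | Dosing: Single dose, 10 µM final compound | Schedule: 30-min compound preincubation and 15-min exchange, both room temperature | Technique: Fluorescence dequenching at 485/520 nm | Measure: Percent inhibition relative to plate controls and blanks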
L929 necroptosis: inhibitors of zVAD-triggered necroptosis, primary screen, L929 cells. L929 zVAD necroptosis rescue, ATP luminescence, 24 h; with zVAD 60 µM. 220,000 compounds, 0.38% hits. AID 1377, 2008. viability rescue, % at 10 µM;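 active = activation, scaled between plate controls, above about 75%, limit read from the data; inactive = activation under that limit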;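 also: 0% = zVAD with DMSO and 100% = DMSO alone without zVAD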
Hck-Nef inh: inhibitors of Nef-activated human Hck kinase, primary screen, biochemical, Z-Lyte FRET, 384-well, Hck-YEEI | Tyrosine-protein kinase HCK (Homo sapiens), P08631 | Recombinant Hck-YEEI plus Nef, Z-Lyte FRET kinase assay | inhibition, % at 20 µM | 220,000 compounds, 0.68% hits | AID 463187, 2010;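 active = Hck-Nef kinase inhibition above about 50%, limit read from the data; inactive = inhibition below that limit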;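 also: 0% = DMSO with Hck plus Nef and 100% = Hck alone without Nef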
eIF4E-4G inh: eIF4E–eIF4G protein interaction inhibitors, primary screen, biochemical, uHTS, TR-FRET, eIF4GI fragment; TR-FRET eIF4E-eIF4GI(517-606) binding, 2 h; 220,000 compounds, 0.37% hits; Eukaryotic translation initiation factor 4E (Mus musculus) + Eukaryotic translation …; AID 782, 2007; inhibition, % at 21.7 µM;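 active = inhibition above about 30%, limit read from the data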;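 also: 0% = full FRET control wells and 100% = background wells lacking eIF4GI fragment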
Target sequence (P63073 whole entry, looked up, the tested form may be a part): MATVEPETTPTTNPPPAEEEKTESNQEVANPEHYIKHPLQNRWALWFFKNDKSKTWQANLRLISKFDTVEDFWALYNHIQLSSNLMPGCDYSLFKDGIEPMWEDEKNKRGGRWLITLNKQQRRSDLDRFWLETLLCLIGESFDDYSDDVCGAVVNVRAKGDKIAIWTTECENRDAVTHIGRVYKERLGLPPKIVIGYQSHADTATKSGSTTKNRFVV
Target sequence (Q04637 whole entry, looked up, the tested form may be a part): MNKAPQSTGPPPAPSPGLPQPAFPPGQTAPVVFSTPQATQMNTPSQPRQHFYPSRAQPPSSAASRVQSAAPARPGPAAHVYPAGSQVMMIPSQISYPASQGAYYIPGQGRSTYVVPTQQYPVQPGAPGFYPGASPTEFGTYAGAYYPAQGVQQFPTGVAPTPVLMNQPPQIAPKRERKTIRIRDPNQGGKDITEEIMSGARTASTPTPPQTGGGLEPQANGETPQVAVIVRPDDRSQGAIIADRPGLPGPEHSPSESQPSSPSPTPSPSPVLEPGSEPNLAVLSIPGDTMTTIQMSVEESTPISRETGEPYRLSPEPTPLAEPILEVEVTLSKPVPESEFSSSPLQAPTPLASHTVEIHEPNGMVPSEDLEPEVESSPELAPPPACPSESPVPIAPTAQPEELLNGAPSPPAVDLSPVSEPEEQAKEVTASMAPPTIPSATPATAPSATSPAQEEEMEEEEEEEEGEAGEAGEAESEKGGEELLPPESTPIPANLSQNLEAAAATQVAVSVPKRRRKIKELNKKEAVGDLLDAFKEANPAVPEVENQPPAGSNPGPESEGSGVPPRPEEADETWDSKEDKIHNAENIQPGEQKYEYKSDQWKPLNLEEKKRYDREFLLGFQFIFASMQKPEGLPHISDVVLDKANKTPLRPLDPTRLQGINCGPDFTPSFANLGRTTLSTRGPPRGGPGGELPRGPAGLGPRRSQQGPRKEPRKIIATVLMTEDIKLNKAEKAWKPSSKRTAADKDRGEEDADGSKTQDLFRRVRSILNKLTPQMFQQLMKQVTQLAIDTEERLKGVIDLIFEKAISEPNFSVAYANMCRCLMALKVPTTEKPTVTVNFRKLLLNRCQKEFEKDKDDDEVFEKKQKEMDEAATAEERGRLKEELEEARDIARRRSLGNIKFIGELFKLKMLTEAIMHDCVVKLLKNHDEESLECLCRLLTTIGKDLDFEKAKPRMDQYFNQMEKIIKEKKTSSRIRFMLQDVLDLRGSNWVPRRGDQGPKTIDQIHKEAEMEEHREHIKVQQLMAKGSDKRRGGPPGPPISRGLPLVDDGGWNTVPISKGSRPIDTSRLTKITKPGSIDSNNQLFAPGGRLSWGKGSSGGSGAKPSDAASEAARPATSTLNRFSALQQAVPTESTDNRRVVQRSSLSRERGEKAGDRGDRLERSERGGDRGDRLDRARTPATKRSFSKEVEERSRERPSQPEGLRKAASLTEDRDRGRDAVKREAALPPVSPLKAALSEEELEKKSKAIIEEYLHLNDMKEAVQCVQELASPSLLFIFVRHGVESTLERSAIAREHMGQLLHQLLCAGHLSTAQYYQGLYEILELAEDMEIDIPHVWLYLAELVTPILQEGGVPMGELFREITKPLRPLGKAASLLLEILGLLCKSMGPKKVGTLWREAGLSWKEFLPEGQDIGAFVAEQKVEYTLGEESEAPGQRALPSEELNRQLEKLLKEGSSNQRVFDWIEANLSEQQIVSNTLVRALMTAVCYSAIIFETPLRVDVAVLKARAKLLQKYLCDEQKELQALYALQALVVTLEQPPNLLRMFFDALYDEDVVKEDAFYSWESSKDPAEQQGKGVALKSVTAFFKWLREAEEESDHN
Calpain2 inh: inhibitors of pig calpain II, primary screen, biochemical, fluorogenic peptide substrate, 1536-well. purified calpain II, 30 min. inhibition, % at 16 µM. 220,000 compounds, 0.37% hits. AID 1236, 2008;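 active = inhibition above about 50%, limit read from the data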
Numbers without * were called inactive; nt = no result given; + = active, no number; & = joins results of further samples; [ ] = remark or other dose. A portion of the library; count on the stated rates, not on these rows.

SMILES	14-3-3 Bad PPI	Tb hexokinase	PGE2 EP2 inh	EP2 modulator	Rad51 HR inh	L929 necroptosis	Hck-Nef inh	eIF4E-4G inh	Calpain2 inh
O=C(O)COc1ccccc1/C=N/Nc1ccc(S(=O)(=O)Nc2ccc(Cl)cc2)cc1[N+](=O)[O-]	21	-9	6	-47	2	7.2	104*	2	-53
O=C(c1ccc2c(c1)OCCO2)N1CCN(Cc2ccccc2)CC1	44[fluorescence artefact?]	0	6	-1	-4	-0.4	0	9	-22
CC(C)Cn1c(=O)c2ccccc2n2c(SCC(=O)N3c4ccccc4CC3C)nnc12 (stereo not given)	11	39	10	8	-5	-0.1	3	1	-11
COc1ccc2nc(Nc3nc(CSc4nnnn4-c4ccccc4)cc(=O)[nH]3)nc(C)c2c1	14	-19	1	11	4	-1.5	1	-2	-97
CC(OC(=O)c1cc2sccc2n1C)C(=O)NCc1ccc(F)cc1 (stereo not given)	-14	-1	7&0	-76&-42	-3	0.1	1	-5[fluorescence artefact?]	-9
O=C1CCCC2=C1C(c1ccsc1)CC(=O)N2c1ccccc1F (stereo not given)	-5	-1	2	29	3	0.7	20	-2	-17
CCOCC(=O)Nc1nnc(Cc2ccc(OC)cc2)s1	1	34	18	20	-1	0.2	8	9	-16
COc1ccc(NC(=O)CSc2nc(N)c3cc4c(nc3n2)CCCC4)c(OC)c1	3	-2	6	8	-8	0.4	1	1	10
Cc1csc2sc(-c3ccnc(SCC(=O)NCc4ccccc4)n3)c(C)c12	-3	-18	17	50	18	-1.5	8	-2	-18
CN(C(=O)c1coc(=O)c2ccccc12)c1ccccc1Cl	5	-7	3	19	-10	1.3	0	-1	-4
CCCCOc1ccc(N=Cc2cccs2)cc1	5	-5	8	11	nt	-0.4	3	-10[fluorescence artefact?]	-12
Cc1cc2c(cc1C)/C(=C\C(N)=O)NC(C)(C)C2	-6	-12	7	-3	0	0.8	-5	1	5
O=C(NCc1ccccc1)C1COc2ccccc2O1 (stereo not given)	-2[fluorescence artefact?]	-5	1	4	3	0.4	4	-1	-16
Cc1[nH]c2ccccc2c1/C=N/Nc1nncn1N	-14	-15	5	-86	26	3.6	26	-1	-19
CC(=O)N(C)c1ccc(NC(=S)Nc2ccccc2)cc1	3[fluorescence artefact?]	1	15	26	4	0.0	0	1	-6
O=C1CC(Sc2nnnn2-c2ccccc2)C(=O)N1c1cccc(Cl)c1 (stereo not given)	-4	3	15	-6	4	-0.1	-2	-5	6
Cc1cc2nc(CN(C)Cc3c(C(=O)N(C)C)nc4ccc(Cl)cn34)[nH]c2cc1C	-15	-10	9	1	0	-1.1	21	1	-11
COc1ccc(C(=O)N/N=C(\c2ccccc2)c2ccccn2)cc1	5	24	6	22	4	47	-2	-2	46
CCOC(=O)C(Cc1c[nH]c2ccccc12)NC(=O)c1ccco1 (stereo not given)	-5	-4	13	7	-1	0.2	0	-1	-6
CCN1CCN(c2oc(COc3ccc(-c4ccccc4)cc3)nc2C#N)CC1	-5	-9	8	-29	11	0.3	0	4	-62
COC(=O)C1=C(C)N(C)C(=O)NC1c1cc(Cl)c(O)c(OC)c1 (stereo not given)	-14	-8	9	19	-9	0.1	0	-4	-27
CC(=O)Nc1ccc(O)cc1[N+](=O)[O-]	-4	-11	9	10	-16	1.4	5	3	11
O=C(NC1CC1)C1=C[C@@H](c2csc3ccccc23)C[C@@H](OCc2ccc(CO)cc2)O1	2	-12	14	-26	-3	-0.3	2	1	-18
CC(=O)C1=C(C)N(c2ccccc2)C(=O)C1(NS(=O)(=O)c1ccc(N)cc1)C(F)(F)F (stereo not given)	16	-4	2	19	-14	0.3	11	8	33
COCN(C#N)c1nc(OC)nc(OC)n1	7	1	4	-9	0	2.4	0	8	-10
O=C(CN(C(=O)CCC(=O)Nc1nccs1)c1ccc(F)cc1)NCC1CCCO1 (stereo not given)	6	3	17&13	0&1	-7	0.0	0	0	-26
COc1cc(NC2c3ccccc3C(=O)N2Cc2ccccc2)cc(OC)c1OC (stereo not given)	-5	-2	2	-24	nt	0.0	2	-10	14
CC(C)N(c1ccccc1)c1ccc(NC(=S)NCCN(C)C)cc1	-6	8	1	-71	1	1.3	-6	3	14
O=C(Nc1cccc(S(=O)(=O)N2CCCC2)c1)c1ccc2ccccc2n1	-5	-4	4	-47	3	1.9	0	2	17
CCOC(=O)c1oc2c(O)c(O)ccc2c(=O)c1-c1nncn1-c1ccccc1	9	-4	8	31	4	0.3	0	2	-11
O=C(c1cccnc1)c1cccnc1	-4	-3	7	5	8	0.8	3	13	1
O=C(Nc1ccccn1)c1cccc(S(=O)(=O)N2CCOCC2)c1	-18	-8	15	-20	-22	1.2	-11	-2	6
CC(C)(C)C(=O)COC(=O)c1cc(-c2ccncc2)nc2ccccc12	-6	-3	6	17	16	2.8	-15	-2	-27
CCCCC(CC)C(=O)Nc1ccc(Cl)cn1 (stereo not given)	0[fluorescence artefact?]	3	3	15	4	0.1	1	4[fluorescence artefact?]	1
CCCc1cc(=O)oc2cc(OCC(=O)Nc3ccc4c(c3)OCCO4)ccc12	11[fluorescence artefact?]	-25	10	17	-12	-0.1	0	2	18
COc1ccc([N+](=O)[O-])cc1N(CC(=O)N1CCCCC1)S(C)(=O)=O	16	-9	2	12	nt	0.0	13	14	3
CN(CCN1CCOCC1)Cc1nc(-c2cccs2)no1	-10	-4	9	20	30	0.0	5	-2	-7
COc1ccccc1CNC(=O)C1(C)Oc2cccnc2NC1=O (stereo not given)	-13	0	7	26	3	1.1	27	0	2
Cc1ccc(NC(=O)Cn2cccc2)cc1Cl	+	1	3	-49	4	0.2	1	-1	-7
Cc1cc(N2CCN(C(=O)c3ccco3)CC2)n2ncc(-c3ccccc3)c2n1	-6	-15	14	22	2	-0.1	0	9	-55
S=C(NC1CCCC1)N1CCN(c2cccc(Cl)c2)CC1	-7	-4	2	-47	nt	0.4	1	2	-5
Cc1sc2nc(CSCC(=O)N(CCC#N)c3ccccc3)[nH]c(=O)c2c1C	-12	-1	5	14	-15	1.4	28	-2	-69
CN1/C(=C/C=N/NC(=O)c2ccc([N+](=O)[O-])cc2)C(C)(C)c2ccccc21	3	-13	7	-43	-27	1.6	-2	-5[fluorescence artefact?]	30
O=C(CCn1c(=S)oc2ccccc21)NC1CCCCC1	2	12	4	-7	nt	-0.4	19	-1	-2
Cc1ccc(C)c(NS(=O)(=O)c2cc(C(N)=O)ccc2C)c1	0	-3	21	2	-5	0.4	-1	-7	29
COc1cc2c(cc1OC)/C(=C/C#N)NC(C)(C)C2	-8	-19	13	25	6	0.9	0	-5	-52
N#Cc1cccc(NC(=O)Nc2cccs2)c1	7	-3	18	-14	-11	0.8	-1	2	-24
O=C(CCCOc1ccccc1)Nc1cccnc1	-1	1	12	-9	2	0.4	10	0	-10
Cc1ccccc1N1CCN(Cc2cccc(C(=O)O)c2)CC1	6	1	11	13	1	0.5	-1	3	-7
CCc1nnc(NC(=O)CSc2nnc(C)n2CC2CCCO2)s1 (stereo not given)	6	-1	8	8	-13	-0.4	0	-9	-43
Next part
SMILES	14-3-3 Bad PPI	Tb hexokinase	PGE2 EP2 inh	EP2 modulator	Rad51 HR inh	L929 necroptosis	Hck-Nef inh	eIF4E-4G inh	Calpain2 inh
CC1(N(O)/C=C2\C=CC=CC2=O)CCCCC1=O (stereo not given)	-1	-14	3	-7	-3	0.6	5	4	5
FC(F)(F)COc1nc(N2CCOCC2)nc(N(c2ccccc2)c2ccccc2)n1	2	-5	6	38	-9	-0.2	3	-5[fluorescence artefact?]	14
O=S(=O)(NCC1CCCO1)c1cc(Cl)ccc1Cl (stereo not given)	5	-5	10	-3	6	0.8	9	3	-39
CCN(CC)C(=O)CN(c1cccc(C(F)(F)F)c1)S(C)(=O)=O	11	-16	4	0	-1	-0.4	-1	1	-13
Cc1ccc(Oc2ccc(Cl)cc2NC(=O)c2cnccn2)cc1	-3	-4	7	54	-6	-1.0	-21	1	-22
COc1cccc(C(=O)c2c[nH]c(C(=O)NCc3ccco3)c2)c1	0	0	12	-25	-1	-0.1	2	-9[fluorescence artefact?]	-11

An excerpt from above in order of formula weight, falling:
SMILES	14-3-3 Bad PPI	Tb hexokinase	PGE2 EP2 inh	EP2 modulator	Rad51 HR inh	L929 necroptosis	Hck-Nef inh	eIF4E-4G inh	Calpain2 inh
O=C(c1ccc2c(c1)OCCO2)N1CCN(Cc2ccccc2)CC1	44[fluorescence artefact?]	0	6	-1	-4	-0.4	0	9	-22
S=C(NC1CCCC1)N1CCN(c2cccc(Cl)c2)CC1	-7	-4	2	-47	nt	0.4	1	2	-5
CC1(N(O)/C=C2\C=CC=CC2=O)CCCCC1=O (stereo not given)	-1	-14	3	-7	-3	0.6	5	4	5

Structures shown so far with a thiophene ring, fused or not, in the order listed:
SMILES	14-3-3 Bad PPI	Tb hexokinase	PGE2 EP2 inh	EP2 modulator	Rad51 HR inh	L929 necroptosis	Hck-Nef inh	eIF4E-4G inh	Calpain2 inh
CC(OC(=O)c1cc2sccc2n1C)C(=O)NCc1ccc(F)cc1 (stereo not given)	-14	-1	7&0	-76&-42	-3	0.1	1	-5[fluorescence artefact?]	-9
O=C1CCCC2=C1C(c1ccsc1)CC(=O)N2c1ccccc1F (stereo not given)	-5	-1	2	29	3	0.7	20	-2	-17
Cc1csc2sc(-c3ccnc(SCC(=O)NCc4ccccc4)n3)c(C)c12	-3	-18	17	50	18	-1.5	8	-2	-18
CCCCOc1ccc(N=Cc2cccs2)cc1	5	-5	8	11	nt	-0.4	3	-10[fluorescence artefact?]	-12
O=C(NC1CC1)C1=C[C@@H](c2csc3ccccc23)C[C@@H](OCc2ccc(CO)cc2)O1	2	-12	14	-26	-3	-0.3	2	1	-18
CN(CCN1CCOCC1)Cc1nc(-c2cccs2)no1	-10	-4	9	20	30	0.0	5	-2	-7
Cc1sc2nc(CSCC(=O)N(CCC#N)c3ccccc3)[nH]c(=O)c2c1C	-12	-1	5	14	-15	1.4	28	-2	-69
N#Cc1cccc(NC(=O)Nc2cccs2)c1	7	-3	18	-14	-11	0.8	-1	2	-24
